MITF inh – MITF inhibitors, primary screen, biochemical, AlphaScreen, human; Microphthalmia-associated transcription factor (Homo sapiens), O75030; AlphaScreen MITF homodimerization, bead proximity signal; inhibition, % at 2.6 µM; actives 0.91% (n = 650,000); in the data active means inhibition above about 50%;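 further: 0% = vehicle wells with protein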
FBW7 act – FBW7 E3 ligase activators, primary screen, biochemical, AlphaScreen, human; F-box/WD repeat-containing protein 7 (Homo sapiens), Q969H0; AlphaScreen FBW7–phospho-cyclin E peptide binding, activator screen; normalized activity (activation), % at 26.1 µM; actives 0.13% (n = 650,000); in the data active means normalized activity above about 1.9%;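 further: purified mutant Fbw7 with reduced substrate affinity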
Target sequence (Q969H0 whole entry, looked up): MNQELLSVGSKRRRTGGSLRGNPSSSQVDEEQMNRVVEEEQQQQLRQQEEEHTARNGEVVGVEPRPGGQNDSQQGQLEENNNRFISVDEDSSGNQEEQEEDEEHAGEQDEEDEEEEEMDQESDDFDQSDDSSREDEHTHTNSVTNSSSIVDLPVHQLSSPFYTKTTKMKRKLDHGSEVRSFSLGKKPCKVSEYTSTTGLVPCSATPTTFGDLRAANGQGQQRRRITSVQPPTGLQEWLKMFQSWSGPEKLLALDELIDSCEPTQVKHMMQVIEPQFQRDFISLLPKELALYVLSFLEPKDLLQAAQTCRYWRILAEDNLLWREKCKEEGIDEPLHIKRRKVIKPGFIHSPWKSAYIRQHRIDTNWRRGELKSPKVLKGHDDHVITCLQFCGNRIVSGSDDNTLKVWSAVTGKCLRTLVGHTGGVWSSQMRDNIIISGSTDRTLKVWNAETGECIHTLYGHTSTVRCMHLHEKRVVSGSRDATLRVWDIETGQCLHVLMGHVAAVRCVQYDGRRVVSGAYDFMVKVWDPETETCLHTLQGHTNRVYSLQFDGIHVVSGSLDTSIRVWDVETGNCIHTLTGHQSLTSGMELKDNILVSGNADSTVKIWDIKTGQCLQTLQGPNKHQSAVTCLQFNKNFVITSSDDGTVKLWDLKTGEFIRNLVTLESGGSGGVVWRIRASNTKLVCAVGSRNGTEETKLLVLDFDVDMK
GPR151 ag – activators of human GPR151, primary screen, cell-based, PathHunter beta-arrestin, luminescence | actives 1% (n = 650,000) | activation, % at 11.2 µM | G-protein coupled receptor 151 (Homo sapiens), Q8TDV0 | PathHunter beta-arrestin GPR151 cells | AID 1508602, 2020; in the data active means activation above about 4.9%;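 further: 0% = median of compound wells and 100% = cells with positive control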
TEAD-YAP inh – TEAD-YAP interaction inhibition, primary screen, TEAD-YAP interaction inhibitor project, luminescence, HEK-TIYL cells. actives 1.4% (n = 640,000). AID 1259422, 2018. inhibition, % at 9.12 µM. TEAD-Gal4/YAP UAS-luciferase luminescence; in the data active means inhibition above about 32%;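 further: 0% = median of test compound wells and 100% = reference inhibitor wells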
The depositor's hits bear a star.

SMILES | MITF inh | FBW7 act | GPR151 ag | TEAD-YAP inh
CCn1cc(Br)c(C(=O)OCC23COC4c5ccccc5OC(C)(CC2C)C4C3C)n1 (stereo unspecified) | -3 | -0.2 | 2.3 | 4
COc1ccc(C(=O)N2CCCC(c3ccnc4ncnn34)C2)cc1OC (stereo unspecified) | 9 | -0.1 | 0.6 | -2
O=C1C=C(c2cccs2)CC(c2ccccc2)C1n1cnc([N+](=O)[O-])n1 (stereo unspecified) | 5 | 0.0 | 0.9 | 1
NS(=O)(=O)c1ccc(CNS(=O)(=O)Cc2ccccc2)cc1 | 2 | -0.1 | 0.2 | -4
CCN(C(=O)CN1CCCCC1)c1nc2ccc(C)cc2s1 | 1 | -0.2 | -4.9 | 25
COc1ccc(-c2cnc3ccc(NCc4ccc(F)cc4)nn23)c(OC)c1 | -3 | 0.3 | 0.6 | -9
C=CCN1C(=O)/C(=C\c2ccc(OCC(=O)O)c(OC)c2)SC1=S | 21 | -0.3 | -1.2 | 2
CCN1C(=O)C(CC(=O)NC2CCCCC2)N(CC)C1=O (stereo unspecified) | -2 | 0.1 | 0.8 | -15
COCCCNC(=O)CCS(=O)(=O)c1ccc2c(c1)SC(C)C(=O)N2 (stereo unspecified) | 6 | 0.1 | -0.6 | 2
CCC1=NN(C(=O)Cc2ccccc2)C(O)(c2ccc(C)cc2)C1 (stereo unspecified) | -1 | 0.1 | 1.5 | -6
CC(NC(=O)CCc1nnc(CCC2CCCCC2)o1)c1ccncn1 (stereo unspecified) | 74* | 0.2 | -0.3 | -7
O=c1[nH]c(CN2CCCC2)nc2sc3c(c12)CCC3 | -5 | -0.1 | 1.0 | 2
C/C(=N/NC(=O)CCn1nnc2ccccc21)c1ccc(O)cc1 | 18 | 0.1 | -0.5 | 2
CCSc1sc(CC)cc1C1C(C(=O)Nc2c(F)cccc2F)=C(C)NC2=C1C(=O)CCC2 (stereo unspecified) | -12 | 0.0 | 0.0 | 16
O=C(/C=C/Nc1ccc(Br)cc1Cl)C(F)(F)F | -1 | 0.5 | -0.6 | 5
S=C(NCC1CCCO1)Nc1cccc(Cl)c1 (stereo unspecified) | 1 | 0.0 | -0.1 | 1
O=C(O)CCC(=O)NNc1ncnc2ccccc12 | -3 | -0.1 | 1.1 | -30
COc1ccc(-n2nc(C(=O)Nc3ccc(OC)c(Cl)c3)c3ccccc3c2=O)cc1 | 7 | -0.1 | 0.7 | -7
O=C1SC(Nc2ccccc2)C(=O)N1Cc1ccccc1 (stereo unspecified) | 3 | -0.2 | -0.3 | 0
C=CC[n+]1c(-c2ccc(OCC)cc2)csc1NNC(=O)Nc1ccccc1 | 6 | 0.5 | 2.3 | -4

Reformatted: results already given
| smiles | MITF inh | FBW7 act | GPR151 ag | TEAD-YAP inh |
| --- | --- | --- | --- | --- |
| S=C(NCC1CCCO1)Nc1cccc(Cl)c1 (stereo unspecified) | 1 | 0.0 | -0.1 | 1 |
| NS(=O)(=O)c1ccc(CNS(=O)(=O)Cc2ccccc2)cc1 | 2 | -0.1 | 0.2 | -4 |

Look-ups from the entries so far.
O=C(O)CCC(=O)NNc1ncnc2ccccc12 in GPR151 ag → 1.1
COc1ccc(-c2cnc3ccc(NCc4ccc(F)cc4)nn23)c(OC)c1 in GPR151 ag → 0.6
CCN1C(=O)C(CC(=O)NC2CCCCC2)N(CC)C1=O (stereo unspecified) in GPR151 ag → 0.8
O=C1C=C(c2cccs2)CC(c2ccccc2)C1n1cnc([N+](=O)[O-])n1 (stereo unspecified) in MITF inh → 5

Later entries
SMILES | MITF inh | FBW7 act | GPR151 ag | TEAD-YAP inh
COCC(C)NS(=O)(=O)c1ccccc1[N+](=O)[O-] (stereo unspecified) | 3 | -0.1 | -0.4 | 0
Cc1cc(C)nc(N2CCC(N(CCN(C)C)C(=O)NC(C)C)CC2)n1 | 7 | 0.0 | -0.2 | -1
CCN(CC)C(=O)C1CCCN(c2cc(NCCN3CCOCC3)nc(N)n2)C1 (stereo unspecified) | 0 | 0.0 | 0.2 | -3
Cc1ccc(Cn2c(C(=O)O)c(CNC(C)CCc3ccccc3)c3ccccc32)cc1 (stereo unspecified) | 14 | 0.1 | 0.2 | 4
O=C(Nc1ccc(S(=O)(=O)N2CCCCCC2)cc1)Nc1cccc(Cl)c1 | 10 | 0.2 | -2.1 | 1
COc1ccc(C(=O)/C=C/Nc2ccccc2F)cc1 | 8 | 0.2 | 0.2 | 13
COC(=O)c1ccccc1NC(=O)CSc1nc2ccsc2c(=O)n1NC(=O)c1ccccc1 | 2 | 0.0 | -1.7 | -48
Cc1ccc(NS(=O)(=O)c2cc(C(=O)Nc3ccc([N+](=O)[O-])cc3)ccc2C)cc1 | 1 | -0.1 | 1.2 | 5
CCOC(=O)c1c(NC(=O)c2ccc3c(c2)OCCO3)sc2c1CC(C)(C)NC2(C)C | 1 | -0.1 | 3.8 | -1
O=C(COC(=O)C12CC3CC(CC(O)(C3)C1)C2)c1ccc(Br)cc1 | 1 | -0.1 | 2.6 | 5
CN(C)CCOC(=O)c1ccc2c(c1)OCO2 | 10 | 0.0 | 0.0 | 0
Cc1cccc(NC(=O)C(c2ccccc2)N2CCOCC2)c1 (stereo unspecified) | 2 | -0.1 | -0.5 | 4
Cc1ccc2[nH]c(O)c(N=NC(N)=O)c2c1 | -6 | 0.1 | -0.3 | -5
Cc1ccc(CNC(=O)c2cccnc2SCc2cccc(Br)c2)cc1 | -5 | -0.2 | -0.5 | 3
COc1ccc(OCC(O)CN2CCN(CCO)CC2)cc1 (stereo unspecified) | 18 | 0.3 | -2.2 | 7
CC1CCCC(NC(=O)COC(=O)COc2ccccc2[N+](=O)[O-])C1C (stereo unspecified) | 10 | 0.0 | 3.2 | 2
CC(=O)NC1=NN(C(C)=O)C2(S1)C(=O)N(CCN1CCOCC1)c1ccc(C)cc12 (stereo unspecified) | 1 | 0.1 | -0.5 | 4
O=C1CSC(c2ccc([N+](=O)[O-])cc2)N1c1ccc(F)cc1F (stereo unspecified) | 12 | 0.1 | 0.2 | 8
COC(=O)c1ccc(C(=O)OC)c(NC(=O)c2cc3cccc(OC)c3oc2=O)c1 | 10 | 0.1 | 2.2 | -7
Cc1ccc(N=CC2=C(O)CC(C)(C)CC2=O)c(N=CC2=C(O)CC(C)(C)CC2=O)c1 | -9 | -0.2 | -1.3 | 2
O=C(CN1CCN(c2ccc(O)cc2)CC1)Nc1cccc(Br)c1 | 2 | 0.1 | -0.5 | -4
Fc1ccc(-c2[nH]c(-c3ccc(-c4nc(-c5ccccc5)c(-c5ccc(F)cc5)[nH]4)cc3)nc2-c2ccccc2)cc1 | -1 | -0.1 | -2.1 | -8
CN(C)CCN(C)C(=O)c1cccc(OC2CCN(Cc3ccccc3O)CC2)c1 | -18 | -0.1 | -1.1 | -6
COc1cccc2cc(C(N)=O)c(=Nc3ccccc3C)oc12 | 8 | 0.0 | -0.8 | -10
CC(=O)N1CCN(Cc2ccc3c(c2)CN(C(C)Cc2cccnc2)CCO3)CC1 (stereo unspecified) | -14 | -0.1 | 1.1 | -6
C1CCN(CC23CC4CCC(CC(C4)C2)C3)C1 | 3 | 0.0 | 0.0 | -2
Cc1ccc(-c2nc(CS(=O)CC(=O)NCc3cccs3)c(C)o2)cc1 (stereo unspecified) | 3 | -0.2 | -1.1 | 10
c1cncc(-c2noc(CCC3CCCC3)n2)c1 | -12 | -0.1 | 7.7* | -5
O=C(Nc1ccc(S(=O)(=O)Nc2ncccn2)cc1)c1c(Cl)cccc1Cl | -4 | -0.2 | 0.7 | -6
C=CCOc1ccc(C2C(C(=O)OCC)=C(C)N=c3s/c(=C/c4cccc(OC)c4)c(=O)n32)cc1OCC (stereo unspecified) | -6 | 0.0 | 0.9 | 8
O=C(NC1CCN(Cc2ccccc2)CC1)C1CC(=O)N(Cc2ccco2)C1 (stereo unspecified) | -1 | -0.3 | 0.3 | -3
CCOC(=O)C(Cc1cccc(Cl)c1)SC#N (stereo unspecified) | -19 | -0.1 | -0.2 | 4
COc1cccc(CNCCC2CCC(=O)N2Cc2cn3ccsc3n2)c1 (stereo unspecified) | 7 | 0.2 | -0.7 | -12
CN1N=C(C(C)(C)C)CSC1=Nc1ccccc1 | -1 | -0.3 | 1.3 | 7
COc1ccc(NC(=O)/C(C#N)=C\c2ccc(-c3cccc(C(=O)O)c3)o2)cc1 | -6 | -0.1 | -0.8 | -7
Cn1nccc1C(=O)NCC1Cc2cc(-c3ccsc3)cc(Cl)c2O1 (stereo unspecified) | 6 | 0.0 | 2.2 | 0
O=[N+]([O-])c1ccc(N2CCN(S(=O)(=O)c3ccc(Cl)cc3)CC2)cc1NCCOc1ccccc1 | -17 | 0.0 | -0.3 | -1
CCCC(=O)N/N=C/c1ccc(O)c(OC)c1 | 14 | 0.1 | 0.0 | 11
CC1=C(C(=O)c2ccccc2)C(NC(=O)C2CC2)(C(F)(F)F)C(=O)N1Cc1ccccc1 (stereo unspecified) | 6 | 0.0 | -0.5 | 16
Cc1ncoc1C(=O)NC(c1ccccc1)c1ccccc1 | -2 | -0.1 | -1.3 | 12
O=C(N/N=C/c1ccc([N+](=O)[O-])o1)c1cccc(I)c1 | 8 | 0.0 | -0.7 | 17
c1cc(Nc2nc(NC3CC3)c3ncn(C4CCCCC4)c3n2)ccn1 | -12 | 0.1 | 0.0 | 7
NC(=O)c1cccc(-c2ccnc(Nc3ccc(N4CCOCC4)cc3)n2)c1 | 2 | -0.3 | 1.7 | -1
COc1cccc(OC)c1C(=O)Nn1c(-c2cccc(C)c2)nc2ccccc2c1=O | -4 | 0.2 | 2.4 | -6
O=[N+]([O-])c1cccc(/C=C/c2ccccc2)c1 | 14 | 0.6 | -0.2 | -25
COC(=O)c1ccc(C(=O)OC)c(NC(=O)/C=C/c2ccc(OC)c(OC)c2)c1 | 1 | -0.1 | -1.4 | -3
CC(C)c1ccc(CNc2nc(N)n(-c3ccccc3)n2)cc1 | 1 | -0.1 | 0.1 | -16
COc1ccc(NC(=O)CSc2ccc(-c3nc4ccccc4[nH]3)cn2)c(OC)c1 | -1 | -0.1 | -1.3 | 17
CCC(C)NC(=O)Cn1cnc2sc(C)c(S(=O)(=O)N3CCOCC3)c2c1=O (stereo unspecified) | 22 | 0.1 | -0.3 | 1
CCOC(=O)c1ccc(CN(Cc2ccccc2C)S(=O)(=O)c2ccc(C(C)(C)C)cc2)cc1 | 9 | -0.1 | 0.3 | -1
N#CC(C#N)c1nc2cc3c(cc2nc1Cl)OCCO3 | 6 | -0.1 | 0.4 | 4
Cc1[nH]n(-c2ccc([N+](=O)[O-])cc2)c(=O)c1C=NCc1ccc2c(c1)OCO2 | 6 | 0.2 | 0.0 | -3
COc1ccc(-c2nnc(SCC3CCCCO3)o2)cc1OC (stereo unspecified) | 3 | -0.2 | -2.5 | -20
CC(C)(C)C(=O)Nc1ccc(N2CCCCC2=O)cc1 | -12 | -0.1 | -0.7 | 0
COc1ccc(Cn2c(=O)c3oc4ccccc4c3n(CC(=O)Nc3cc(C)ccc3C)c2=O)cc1 | 9 | 0.2 | 0.2 | 8
COC(=O)C(=C/C=C/NC(C)c1ccccc1)C(=O)OC (stereo unspecified) | 6 | 0.0 | -0.5 | -2
CCOC(=O)/C=C/C(=O)Nc1ccc(S(=O)(=O)N2CCC(C)CC2)cc1 | -12 | 0.0 | -0.8 | 7
O=C1c2ccccc2C(=O)C1c1ccnc2ccccc12 | 22 | 0.2 | -2.9 | 10
CC(C)c1ccc(NC(=O)c2cc(S(=O)(=O)N3CCN(c4ccccc4F)CC3)ccc2F)cc1 | 16 | 0.1 | -1.0 | 6
CCc1ccc(N2CC(C(=O)Nc3nccs3)CC2=O)cc1 (stereo unspecified) | 14 | -0.1 | 1.0 | -4
Next part
SMILES | MITF inh | FBW7 act | GPR151 ag | TEAD-YAP inh
CCC(C)NC(=O)c1ccc2c(=O)n(CCN(CC)CC)c(=S)[nH]c2c1 (stereo unspecified) | -1 | -0.1 | -0.8 | 4
COc1cccc2cc(C(=O)Nc3cccc(C(F)(F)F)c3)/c(=N/c3sc4c(c3C#N)CCCC4)oc12 | -6 | -0.1 | 1.5 | -4
O=C(Cc1ccc([N+](=O)[O-])cc1)N/N=C/c1ccccc1OS(=O)(=O)c1ccccc1 | -13 | -0.1 | 0.7 | 4
CCN(CC)S(=O)(=O)c1cccc(-c2nnc(-c3cccc([N+](=O)[O-])c3)o2)c1 | 17 | 0.0 | 0.8 | 5
O=C(OCc1nnc(-c2ccccc2)o1)c1cc([N+](=O)[O-])ccc1Cl | 3 | 0.2 | -0.8 | 11
COc1ccc(OC)c(C(C)NC(=O)CCc2ccccc2)c1 (stereo unspecified) | -1 | -0.1 | -1.3 | 8

Compound profiles, as listed above:
`CC(NC(=O)CCc1nnc(CCC2CCCCC2)o1)c1ccncn1` (stereo unspecified) is listed as MITF inh: 74*; FBW7 act: 0.2; GPR151 ag: -0.3; TEAD-YAP inh: -7
`COc1ccc(C(=O)/C=C/Nc2ccccc2F)cc1` is listed as MITF inh: 8; FBW7 act: 0.2; GPR151 ag: 0.2; TEAD-YAP inh: 13
`CC(=O)NC1=NN(C(C)=O)C2(S1)C(=O)N(CCN1CCOCC1)c1ccc(C)cc12` (stereo unspecified) is listed as MITF inh: 1; FBW7 act: 0.1; GPR151 ag: -0.5; TEAD-YAP inh: 4

Screens deposited in PubChem BioAssay by The Scripps Research Institute Molecular Screening Center.
